Bim-Bcl-XL – human Bim-Bcl-XL interaction inhibition. Bim peptide-Bcl-XL binding, bead flow cytometry, fluorescence. inhibition, % at 10 µM. 190,000 compounds, 0.04% hits
Target sequence (Q07817 whole entry, looked up): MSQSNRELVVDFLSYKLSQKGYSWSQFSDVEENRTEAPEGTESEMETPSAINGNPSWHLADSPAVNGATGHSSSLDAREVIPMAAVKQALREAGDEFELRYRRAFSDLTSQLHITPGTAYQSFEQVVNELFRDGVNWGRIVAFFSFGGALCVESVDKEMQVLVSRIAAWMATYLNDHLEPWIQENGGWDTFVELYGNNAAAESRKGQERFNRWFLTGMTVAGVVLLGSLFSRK
Bim-Bcl-W – disrupts Bim peptide binding to human Bcl-W. Q92843. bead-based flow cytometry. inhibition, % at 10 µM. 190,000 compounds, 0.02% hits. AID 952;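 further: 0% = bound tracer without compound and 100% = peptide blocker; higher means less fluorescent Bim peptide bound to Bcl-W beads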
Mcl1 Bid PPI – disrupts binding of human Mcl-1 to Bid peptide; Q07820; TR-FRET Mcl-1/Bid-Dy647 peptide binding, 1536-well; inhibition, % at 21.7 µM; 220,000 compounds, 0.97% hits; AID 1021;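 active means compounds that cut the binding signal by more than half at the single screening dose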;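 further: His-tagged Mcl-1 with europium anti-His antibody binding Bid BH3 peptide; 0% = Mcl-1 plus peptide wells and 100% = peptide-only wells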
RGS8-Gao reg – human RGS8-Galphao interaction regulation. response (percent of control binding), % at 10 µM. multiplexed bead flow cytometry, RGS8-Galphao binding; actives lie on both sides. 220,000 compounds, 0.34% hits. P09471; in the data active means response below about 60% or above about 140%; inactive means in between;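 further: Galphao activated as the GDP aluminium fluoride complex binding bead-coupled RGS8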
Target sequence (P09471 whole entry, looked up): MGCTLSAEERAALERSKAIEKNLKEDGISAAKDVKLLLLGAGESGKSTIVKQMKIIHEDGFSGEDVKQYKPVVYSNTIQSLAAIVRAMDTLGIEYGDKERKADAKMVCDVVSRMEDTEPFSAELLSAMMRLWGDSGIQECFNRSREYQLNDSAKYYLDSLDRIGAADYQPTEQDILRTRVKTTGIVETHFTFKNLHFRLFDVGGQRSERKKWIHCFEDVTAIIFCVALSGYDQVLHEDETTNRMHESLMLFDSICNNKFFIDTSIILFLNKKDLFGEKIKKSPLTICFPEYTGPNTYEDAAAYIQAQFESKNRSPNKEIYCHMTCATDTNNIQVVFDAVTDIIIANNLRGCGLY
Bim-Bfl-1 – human Bim-Bfl-1 interaction inhibition. Q16548. Bead-based flow cytometry, Bim-Bfl-1 binding inhibition. inhibition, % at 10 µM. 190,000 compounds, 0.12% hits;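 further: 0% = wells without compound plus tracer and 100% = blocker peptide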
RGS4-Gao reg – human RGS4-Galphao interaction regulation; Multiplexed bead flow cytometry, RGS4-Galphao binding; actives lie on both sides; 220,000 compounds, 0.33% hits; binding response (% of control), % at 10 µM; AID 1415; in the data active means binding response below about 49% or above about 150%; inactive means in between;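 further: fluorescent Galphao activated with aluminum fluoride binding bead-coupled RGS4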
RGS7-Gao reg – modulates binding of RGS7 to human Galphao | P09471 | Multiplexed bead flow cytometry; actives lie on both sides | binding response (% of control), % at 10 µM | 220,000 compounds, 0.35% hits | AID 1439; in the data active means binding response below about 49% or above about 150%; inconclusive means no clear call, values can overlap the other calls; inactive means in between;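 further: fluorescent Galphao held in activated GDP-AlF4 state binding bead-coupled RGS7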
Bcl-B Bim block – inhibitors of Bim-Bcl-B interaction, human. Q9HD36. inhibition, % at 10 µM. 190,000 compounds, 0.073% hits. bead-based flow cytometry, Bim peptide-Bcl-B binding;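 further: 0% = tracer peptide without compound and 100% = reference inhibitor peptide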
Target sequence (Q9HD36 whole entry, looked up): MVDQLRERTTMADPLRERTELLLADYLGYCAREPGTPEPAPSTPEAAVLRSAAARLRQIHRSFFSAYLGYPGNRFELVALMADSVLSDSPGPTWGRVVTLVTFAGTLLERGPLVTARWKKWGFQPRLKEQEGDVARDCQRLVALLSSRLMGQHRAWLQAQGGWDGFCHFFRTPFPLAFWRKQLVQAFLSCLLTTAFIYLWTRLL
Bim-Bcl-2 – disrupts Bim peptide binding to human Bcl-2; AID 950; 190,000 compounds, 0.06% hits; inhibition, % at 10 µM; Bead-based flow cytometry, Bim peptide-Bcl-2 binding; in the data active means inhibition above about 40%; inconclusive means no clear call, values can overlap the other calls;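 further: 0% = no compound wells with probe peptide and 100% = reference peptide inhibitor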
Target sequence (P10415 whole entry, looked up): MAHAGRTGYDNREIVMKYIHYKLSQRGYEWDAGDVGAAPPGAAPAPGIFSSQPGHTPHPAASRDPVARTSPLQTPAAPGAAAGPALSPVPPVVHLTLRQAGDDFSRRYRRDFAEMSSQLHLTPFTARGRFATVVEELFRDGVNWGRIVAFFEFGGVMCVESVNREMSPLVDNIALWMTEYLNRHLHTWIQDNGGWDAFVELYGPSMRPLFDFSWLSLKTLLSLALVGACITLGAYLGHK
Mcl-1 Bim block – human Bim-Mcl-1 interaction inhibition; inhibition, % at 10 µM; Bead-based flow cytometry, Bim peptide-Mcl-1 binding; Q07820; AID 1009; 190,000 compounds, 0.1% hits;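 further: 0% = no compound tracer wells and 100% = peptide blocker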
Mcl1 Noxa PPI – disrupts binding of human Mcl-1 to Noxa peptide | AID 1022 | inhibition, % at 21.7 µM | TR-FRET Mcl-1/Noxa peptide binding, 2 h | Q07820 | 220,000 compounds, 1.5% hits;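 active means compounds that cut the protein-peptide binding signal by more than 50% relative to plate controls in a single-dose test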;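 further: His-tagged Mcl-1 with rhodamine Noxa BH3 peptide and terbium anti-His antibody; 0% = Mcl-1 plus Noxa peptide wells and 100% = peptide-only wells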
* marks the source's active call; other numbers are inactive results; ? = inconclusive; nt = no result given. Unless noted, no stated cut-off is given here; in the data, active means inhibition above about 40%.

Sample of the layout:
SMILES	Bim-Bcl-XL	Bim-Bcl-W	Mcl1 Bid PPI	RGS8-Gao reg	Bim-Bfl-1	RGS4-Gao reg	RGS7-Gao reg	Bcl-B Bim block	Bim-Bcl-2	Mcl-1 Bim block	Mcl1 Noxa PPI
CN1CCN(c2nc3c(c(=O)[nH]c(=O)n3C)n2CC(N)=O)CC1	-2	0	-33	102	-9	97	96	-8	-8	-1	-12
CCC(=O)N/C(N)=N/c1nc2ccccc2o1	nt	nt	-9	98	nt	102	?	nt	nt	nt	-3
Cc1cc(C)cc(-n2c(C)cc(/C=N\NC(=O)COc3cccc4cccnc34)c2C)c1	-9	-5	-11	104	-4	106	102	-7	-4	-4	23

The listing, previewed entries included:
SMILES	Bim-Bcl-XL	Bim-Bcl-W	Mcl1 Bid PPI	RGS8-Gao reg	Bim-Bfl-1	RGS4-Gao reg	RGS7-Gao reg	Bcl-B Bim block	Bim-Bcl-2	Mcl-1 Bim block	Mcl1 Noxa PPI
CN1CCN(c2nc3c(c(=O)[nH]c(=O)n3C)n2CC(N)=O)CC1	-2	0	-33	102	-9	97	96	-8	-8	-1	-12
CCC(=O)N/C(N)=N/c1nc2ccccc2o1	nt	nt	-9	98	nt	102	?	nt	nt	nt	-3
Cc1cc(C)cc(-n2c(C)cc(/C=N\NC(=O)COc3cccc4cccnc34)c2C)c1	-9	-5	-11	104	-4	106	102	-7	-4	-4	23
Cc1cc(C)c2c3c(sc2n1)C(=O)N(C)CC(=O)N3	-5	0	-2	104	-11	100	104	-7	-8	-1	1
CC(=O)Nc1ccc(S(=O)(=O)N2CCSC2c2ccco2)cc1 (configuration not stated)	-2	-1	-13	99	-9	99	102	-6	-2	0	14
Cc1ccc(CC(NC(=O)c2ccccc2)C(=O)NCC(=O)O)cc1 (configuration not stated)	-5	-1	3	101	-9	102	101	-4	-10	-2	-2
CCc1ccc2nc3sc(C(=O)Nc4nnc(CC)s4)c(N)c3cc2c1	-2	-3	11	101	-3	99	93	-1	1	0	90*
CCOC(=O)c1ccccc1NC(=O)Cn1cnc2c(nnn2-c2ccc(C)cc2)c1=O	-4	0	-15	100	-12	101	100	-7	-10	0	-15
COc1ccc(N(C)C(=O)CCS(=O)(=O)c2cccc3nonc23)c(OC)c1	-2	-3	-13	103	1	101	105	0	-1	-2	6
Cc1nc2c(Cl)cc(Cl)cc2[nH]1	-3	-5	2	104	-4	100	101	-1	-5	-4	-2
Cn1cc(CN2CCC(C(O)CCc3ccccc3)CC2)c(-c2ccccc2F)n1 (configuration not stated)	-1	-1	-55	99	-5	100	96	-1	-3	1	18
O=C(CSc1nnc(NC2CCCCC2)s1)NC1CCS(=O)(=O)C1 (configuration not stated)	1	2	4	98	-9	96	101	-4	-7	2	8
O=C(CSc1ccc(-c2ccccc2)nn1)NCc1ccco1	nt	nt	-18	99	nt	83	87	nt	?	nt	-22
CC1CCN(c2nc3c(c(=O)[nH]c(=O)n3C)n2CCCc2ccccc2)CC1	-1	-1	-14	102	-7	103	105	-4	-4	1	4
Cc1ccc(NC(=O)CN2CCC(C(N)=O)CC2)cc1[N+](=O)[O-]	-4	-4	-31	102	-9	105	?	-8	-10	-8	8
FC(F)(F)c1cccc(N2CCN(Cc3ccoc3)CC2)c1	-4	-2	54*	104	-14	104	107	-9	-11	-1	12
Cc1cccc(C)c1NC(=O)NN(C(=O)c1ccccc1)C(C)(C)C	-10	-1	-7	100	-15	100	101	-7	-11	-2	3
Cc1nc(SCC(=O)NC(=O)NC2CCCCC2)nc(C)c1C	-7	-3	-34	99	8	98	101	-32	-3	-3	16
COc1cc(/C=N/NC(=O)CNC(=O)c2cccs2)ccc1O	-6	-4	-66	98	-1	97	99	-7	-1	-6	5
COc1ccc(N(CC(=O)Nc2cc([N+](=O)[O-])ccc2C)S(C)(=O)=O)cc1OC	nt	nt	-10	103	nt	106	?	nt	nt	nt	0
CCC1CCCCN1Cc1nc(Cc2ccccc2Cl)no1 (configuration not stated)	nt	nt	22	105	nt	101	?	nt	nt	nt	10
O=C(CN1CCN(S(=O)(=O)c2ccc(F)cc2)CC1)Nc1cc(C(F)(F)F)ccc1Cl	-5	-3	-16	79	-6	83	71	-5	-7	-4	-7
CC(C)NC(=O)c1onc(CSc2ccc(Cl)cc2)c1C(=O)NC(C)C	nt	nt	0	99	nt	100	?	nt	nt	nt	-17
O=C(Nc1nnc(SCc2ccc(F)cc2)s1)c1ccc2c(c1)C(=O)N(c1ccccc1Cl)C2=O	-7	-1	-41	102	-7	104	102	-6	-3	0	21
CCOC(=O)CC(NC(=O)Cn1nnc(-c2ccccc2Cl)n1)c1ccc(OC)cc1 (configuration not stated)	1	-2	-35	99	-2	101	102	0	0	1	11
Cc1nc2sc(C(c3cccs3)N3CCOCC3)c(O)n2n1 (configuration not stated)	-5	-5	76*	99	-4	99	98	-7	-6	-1	30
CN(C)c1cccc2c1c(NC(=O)Nc1ccccc1)nn2C	nt	nt	-20	99	nt	101	?	nt	nt	nt	15
O=C(c1ccc2c(c1)N(Cc1ccc(F)cc1)C(=O)c1ccccc1S2(=O)=O)N1CCN(c2ccccn2)CC1	-5	-4	-5	105	-13	104	106	-8	-5	-3	-10
Clc1ccc(-c2nc3ccccc3n2OCc2ccccc2)cc1	-5	-4	-12	98	0	98	96	-3	0	-2	5
Cc1ccc(C2(c3noc(CN4CCC(C(=O)N5CCOCC5)CC4)n3)CCCC2)cc1	-4	-3	6	103	-11	103	103	-6	-9	-1	8
CC(=O)Nc1cccc(/C(C)=N/NC(N)=S)c1	-2	0	-38	100	0	103	99	-10	0	0	20
CCCc1cc(=O)oc2c(CN3CCCC3)c(O)c(Cl)cc12	1	-1	nt	93	-2	88	91	4	0	10	nt
COC(C[C@H](O)[C@H](C)[C@@H](O)COCc1ccccc1)OC	nt	nt	-27	94	nt	87	?	nt	nt	nt	1
COc1ccc(CC(=O)Nc2cc(C)on2)cc1	0	1	-1	102	-7	106	107	-7	-9	-1	-13
O=C(c1cccs1)c1coc2ccc(O)c(CN(CCO)CCO)c12	11	8	8	96	11	106	104	2	8	8	24
CC(C)CC(OC(=O)c1ccco1)C(=O)NCC1CCCO1 (configuration not stated)	-1	4	-16	100	-7	97	97	-2	-2	-3	3
COc1cc(NC(=S)N2CCN(C(=O)C3CCCO3)CC2)c(OC)cc1Cl (configuration not stated)	-5	-4	-47	100	1	97	100	-15	-14	-2	5
Cc1cc(NC(=O)NC(C(F)(F)F)C(F)(F)F)no1	0	0	-2	92	-4	86	84	-3	2	0	-5
CCS(=O)(=O)N1CCCC(C(=O)NC2CCC(C)CC2)C1 (configuration not stated)	-2	7	4	99	-8	98	98	-5	-9	1	1
COc1ccc(-c2nc(=S)c3c([nH]2)Oc2ccc(C)cc2C3)cc1O	-3	-3	-28	113	0	104	107	-3	-2	-4	66*
COc1ccccc1CNC(=O)c1cc2c(s1)CS(=O)(=O)C2	-7	-4	-46	103	-18	101	102	-13	-6	-3	-8
CC(=O)c1ccc(NC(=O)CN(C)CC(=O)Nc2cccc(F)c2)cc1	0	1	-16	100	-3	96	106	-2	0	0	7
O=C(CN1CCN(Cc2ccccc2)CC1)N/N=C/c1ccco1	nt	nt	12	104	nt	102	?	nt	nt	nt	13
Cc1nn2c(N3CCN(CCO)CC3)c3c(nc2c1-c1ccccc1)CCCC3	nt	nt	-7	101	nt	102	?	nt	nt	nt	12
COc1ccc(/C=N/NC(=O)c2ccc(O)cc2)cc1CN1CCCc2ccccc21	-5	-2	-38	104	0	107	107	-5	-1	-3	35
COc1ccc(-n2nccc2-c2nn(-c3cccc(OC)c3)c(=O)n(C)c2=O)cc1	-4	-3	-6	101	-4	99	98	-5	-5	-3	-7
Cc1sc2nc(-c3ccccc3)[nH]c(=O)c2c1-c1ccccc1	-1	-1	-14	102	0	101	99	-2	0	-2	-4
COc1ccc(C(=O)C2CCCN(Cc3cn[nH]c3-c3ccccc3)C2)cc1OC (configuration not stated)	-3	-2	-26	102	-6	99	101	-2	-7	-1	15
CCn1cc(C(=O)NCc2ccco2)c(=O)c2cc(S(=O)(=O)N3CCCCCC3)ccc21	-6	1	-13	88	-8	86	90	-6	-7	0	12
COc1ccc(/C=N\NC(=O)COc2ccccc2Cl)cc1Cn1nc(C)cc1C	-9	-6	-14	98	-1	95	99	-3	-3	-6	-11
O=C(COc1ccc([N+](=O)[O-])cc1)Nc1cccnc1	0	3	-26	106	-4	101	104	0	1	4	-11
CC(C)C(C(=O)Nc1ncn[nH]1)N1C(=O)c2ccccc2C1=O (configuration not stated)	-16	0	9	104	-9	98	100	-5	-9	0	-21
Cc1nc2sc(C(c3ccccc3)N3CCN(C)CC3)c(O)n2n1 (configuration not stated)	nt	nt	-29	102	nt	104	?	nt	nt	nt	-14
Cn1c(-c2ccc(-c3ccccc3)cc2)c[nH]c1=S	-10	-7	-40	95	-6	103	104	-5	0	-8	11
Cc1nc(-c2cc(-c3nc(-c4cc(C(F)(F)F)cc(C(F)(F)F)c4)no3)no2)cs1	nt	nt	-14	99	nt	101	?	nt	nt	nt	-10
Cc1ccc(S(=O)(=O)NCCc2ccc(S(N)(=O)=O)cc2)cc1	-1	1	-30	99	-10	99	104	-41	-23	-164	-10
CCOC(=O)C1=C(C)N(c2ccccc2)C(=O)C1CC(=O)O (configuration not stated)	-1	0	-46	100	-2	98	100	-2	-3	-2	-7
CCc1ccccc1N(CC(=O)N1CCN(c2ccccc2F)CC1)S(C)(=O)=O	0	-1	-39	101	-2	103	101	0	-1	0	8
COc1ccc(S(=O)(=O)N2CC(O)CC2C(=O)OCC(=O)Nc2ccc(Cl)cn2)cc1 (configuration not stated)	0	-1	7	101	0	101	101	-1	-1	1	-13
CCOc1ccc(OCCn2nnc3ccccc3c2=O)cc1	0	-1	-10	102	-4	102	103	-4	-3	-1	2
Going on with the list.
SMILES	Bim-Bcl-XL	Bim-Bcl-W	Mcl1 Bid PPI	RGS8-Gao reg	Bim-Bfl-1	RGS4-Gao reg	RGS7-Gao reg	Bcl-B Bim block	Bim-Bcl-2	Mcl-1 Bim block	Mcl1 Noxa PPI
COc1cccc(-c2ccc(SCC(=O)c3ccccc3)nn2)c1	-1	-3	-26	107	-3	100	97	-5	-1	-1	1
O=C(O)C1CC(=O)N(C2CCCCC2)C1c1ccccc1 (configuration not stated)	-4	-2	4	110	-17	113	107	-11	-11	-4	13
O=C(CSc1ncccn1)N1CCN(C(c2ccccc2)c2ccccc2)CC1	-3	4	-36	102	-13	103	102	-11	-8	1	30
Nc1nc(Br)c2ccccc2c1-c1ccccc1	-3	-3	-11	103	-3	100	103	-4	-2	-2	6
Cc1cc(=O)c2cccc(Br)c2[nH]1	-7	-5	16	104	-3	104	101	-4	0	-2	40
c1ccc(Oc2cccc(NC3=NCCC3)c2)cc1	-4	-4	-6	100	-4	102	105	0	-1	-10	8
Cc1nnc(SCCn2c(N3CCC(C)CC3)nc3c2c(=O)[nH]c(=O)n3C)s1	-7	-1	-13	101	-12	101	98	-6	-4	-2	12
Cc1ccn2c(/C=N/OCc3ccc(F)cc3)c(-c3ccc(Cl)cc3)nc2c1	-8	-1	-5	99	-16	101	100	-8	-12	-3	2
Cc1cc(C)c(C)c(S(=O)(=O)N2C(=S)NC(=O)C2CC(C)C)c1C (configuration not stated)	0	-2	-34	105	2	102	100	0	0	0	13

Screening data (PubChem BioAssay)

Compounds were not picked by outcome (roughly 2.7% active in at least one column).
